# Abeta rescue: A-beta toxicity reversal in yeast; Potency, µM (highest dose often 46.1 µM), for the others: at the top dose growth rescue, usual class: activators; 410,000 tested, 0.063% active; AID 1347071; yeast expressing A-beta42, growth rescue, OD600, 48 h; response scale: 0% DMSO, 100% iron-clioquinol control; also: potency is read from the fitted curve at half-maximal effect; nearly all actives have a fitted effect of over 55% in size
#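 Yeast growth medium received pinned compounds, then yeast cells expressing toxic A-beta were added; plates incubated at 30 C for 48 hr. Growth read as absorbance at 600 nm, normalized to DMSO and equimolar FeCl3 plus clioquinol controls.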
# EPAC1 antag: blocks human EPAC1 exchange factor | O95398 | EPAC1 GEF assay, Rap1b-BODIPY-GDP exchange fluorescence | Potency, µM (top dose mostly 115 µM), without a hit: top-dose activity change, negative = inhibition, most hits filed as inhibitors | AID 720709 | 360,000 tested, 0.14% active;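 also: potency is read from the fitted curve at half-maximal effect; plate controls were vehicle for no effect and positive control for full effect; nearly all actives have a fitted effect of over 50% in size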
# EPAC1 ag: activates human EPAC1 exchange factor; Potency, µM (doses to about 154 µM), inactives show at the highest dose activation, actives largely listed as activators; EPAC1 agonist qHTS, biochemical assay; response scale: 100% = response to 6.5 mM cAMP; 360,000 tested, 0.073% active; O95398; also: potency is read from the fitted curve at half-maximal effect; nearly all actives have a fitted effect of over 60% in size
#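 Nucleotide exchange assay: 100 nM EPAC1 with 250 nM Rap1B loaded with BODIPY-GDP and 50 uM GDP, room temperature. Fluorescence (480/540 nm) read every 5 min for 30 min; signal change normalized to 6.5 mM cAMP as full agonist.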
# WRN inhibitor: blocks human WRN helicase; Q14191; Potency, µM (series often up to 114 µM), for inactives: at the top dose activity change, negative = inhibition, most hits filed as inhibitors; WRN helicase unwinding, fluorescent forked duplex, kinetic; AID 651768; 360,000 tested, 0.46% active; also: potency is read from the fitted curve at half-maximal effect; % is scaled to controls: 0 for no effect and ±100 for the full control effect; nearly all actives have a fitted effect of over 55% in size
#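 Fluorescence dequenching readout, ex 525 nm/em 598 nm, kinetic mode: forked duplex DNA (100 nM final) with adjacent fluorophore and quencher unwound by WRN (20 nM final) with 2 mM ATP. Compound preincubation 15 min, room temperature.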
# IL2 activator: activates IL-2 in a cell-based reporter assay; IL-2 activation reporter assay, cell-based qHTS; stimulated with anti-CD3/CD4/CD28 beads; in transgenic mouse T cells; activation, % (series mostly up to about 46 µM); 360,000 tested, 0.065% active; in the data active = activation above about 50%; inconclusive = mostly about 30% to 49%; also: 0% is about no effect
#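 Unstimulated transgenic mouse T cells preincubated 60 min with compound, then stimulated with anti-CD3/anti-CD4-coated beads plus anti-CD28 for 18 h at 37 degrees C. IL-2 response read as EGFP and DsRed fluorescence by plate cytometry.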
# FUS yeast rescue: suppressors of FUS proteinopathy in yeast. S. cerevisiae FUS-expressing, growth rescue, OD600, 24 h. Potency, µM (highest dose often 76.6 µM), inactives show at the highest dose growth rescue (activation), actives largely listed as activators. 390,000 tested, 0.24% active;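 also: potency is read from the fitted curve at half-maximal effect; plate controls were DMSO vehicle for no effect and reference control for full effect; nearly all actives have a fitted effect of over 55% in size; some results filed as inactive show a strong effect at the top dose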
#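 Quantitative HTS measuring growth restoration of FUS-toxic yeast. Galactose-induced cells (OD 0.005) were exposed 24hr at 30C to compounds at several concentrations, then absorbance at 600 nm was recorded.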
# aSyn rescue: alpha-synuclein toxicity inhibition in yeast; 370,000 tested, 0.14% active; Yeast expressing alpha-synuclein, growth rescue, BacTiter-Glo, 24 h; Potency, µM (top dose mostly 46.1 µM), for the others: at the highest dose growth rescue (activation), hits mostly activators; also: potency is read from the fitted curve at half-maximal effect; % of control where 0% means no effect; nearly all actives have a fitted effect of over 65% in size
#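 Rescue of yeast growth: cells expressing toxic alpha-synuclein, induced in galactose at OD600 0.02, incubated with compound 24 h at 30 C. ATP luminescence quantified growth; inhibitors of toxicity appear as activators.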
# PI5P4K alpha inh: inhibitors of human PI5P4K alpha; AID 652105; PI5P4Kalpha enzyme, ADP-Glo luminescence, 60 min; hits give low values; max response, %; 330,000 tested, 1.2% active; active = max response of -50% or lower; inconclusive = between -30% and -50%; inactive = -30% or higher; also: value at the top dose of about 77 µM; % is scaled to controls: 0 for no effect and ±100 for the full control effect
# Target sequence (P48426 whole entry, looked up): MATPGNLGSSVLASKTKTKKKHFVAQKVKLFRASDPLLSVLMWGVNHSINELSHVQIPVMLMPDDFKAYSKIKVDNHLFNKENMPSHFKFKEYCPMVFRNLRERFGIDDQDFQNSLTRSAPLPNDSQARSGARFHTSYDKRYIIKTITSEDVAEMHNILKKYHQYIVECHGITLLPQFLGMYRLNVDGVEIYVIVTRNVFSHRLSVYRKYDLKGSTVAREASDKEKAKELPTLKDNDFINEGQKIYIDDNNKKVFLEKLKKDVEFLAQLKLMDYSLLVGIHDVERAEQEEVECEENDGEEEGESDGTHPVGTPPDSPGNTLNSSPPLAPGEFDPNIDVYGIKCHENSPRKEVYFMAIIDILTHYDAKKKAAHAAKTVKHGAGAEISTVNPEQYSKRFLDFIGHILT
#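 Reactions run in 0.038 M HEPES pH 7.4, 0.28 mM EGTA, 0.1% CHAPS and 5% DMSO, with PI5P4Kalpha, substrate, compound and 5 microM ATP final, one hour at room temperature. Readout is ADP-Glo luminescence.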
# PLK1 PBD block: inhibitors of human PLK1 polo-box domain binding; Plk1 PBD binding of FITC phosphopeptide, fluorescence polarization; 360,000 tested, 2.8% active; Potency, µM, without a hit: max response, negative = inhibition, usual class: inhibitors; AID 720504; P53350; also: potency is read from the fitted curve at half-maximal effect; series mostly up to about 57 µM; % is scaled to controls: 0 for no effect and ±100 for the full control effect; nearly all actives have a fitted effect of over 65% in size
# Target sequence (P53350 whole entry, looked up, the tested form may be a part): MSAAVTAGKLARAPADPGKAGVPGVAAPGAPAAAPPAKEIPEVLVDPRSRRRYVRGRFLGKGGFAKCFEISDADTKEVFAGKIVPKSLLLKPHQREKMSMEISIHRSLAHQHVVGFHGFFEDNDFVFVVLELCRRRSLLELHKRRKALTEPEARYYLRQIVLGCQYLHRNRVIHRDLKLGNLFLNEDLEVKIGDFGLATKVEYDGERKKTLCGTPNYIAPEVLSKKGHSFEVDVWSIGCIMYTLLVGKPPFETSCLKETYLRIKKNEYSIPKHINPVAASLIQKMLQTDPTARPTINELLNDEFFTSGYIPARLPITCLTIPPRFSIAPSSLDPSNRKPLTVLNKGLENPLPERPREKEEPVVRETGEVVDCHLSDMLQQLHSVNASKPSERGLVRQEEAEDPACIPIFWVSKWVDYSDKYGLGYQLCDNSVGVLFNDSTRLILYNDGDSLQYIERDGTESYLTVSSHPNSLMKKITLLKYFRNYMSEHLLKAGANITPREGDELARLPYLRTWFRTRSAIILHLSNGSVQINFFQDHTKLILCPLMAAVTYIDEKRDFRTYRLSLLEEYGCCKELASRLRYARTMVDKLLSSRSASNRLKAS
# Active calls of the source: *; u = inconclusive; x = not tested or not shown; [ ] = another dose, or the depositor's remark. Unless noted, calls follow the shape of the dose curve; as a rule, active = well fitted curve in the direction sought with a large enough effect; inconclusive = small, poorly fitted or top-dose-only effect, or another doubt; inactive = no such curve, though single readings can be large; an effect the other way counts as inactive or inconclusive.
[1] O=C(CCn1nc(-c2ccc(Cl)cc2)c2ccccc2c1=O)NN1CCOCC1
[2] O=C(O)c1cccc(C(=O)O)c1
[3] CCC(C)NCCCOc1ccc([N+](=O)[O-])cc1 (stereo not drawn)
[4] CCOc1ccc(N(CC(=O)Nc2ccc(CC)cc2)S(=O)(=O)c2c(C)[nH]c(=O)[nH]c2=O)cc1
[5] Cc1ccc2[nH]c(=O)c(CN(Cc3cccs3)Cc3nnnn3CC3CCCO3)cc2c1 (stereo not drawn)
[6] COc1ccc(N2CCN(C(=O)c3ccc(N4C(=O)NC5CC4(C)Oc4ccccc45)cc3)CC2)cc1 (stereo not drawn)
[7] CC(=O)NCCc1cc2ccc(C)c(C)c2[nH]c1=O
[8] OCCC1CN(Cc2nc(-c3ccccc3)cs2)CCN1C1CCCC1 (stereo not drawn)

entry no.	1	2	3	4	5	6	7	8
Abeta rescue	19%	0%	21%	6%	-4%	-3%	-19%	2%
EPAC1 antag	19%	5%	5%	-20%	10%	0%	13%	-1%
EPAC1 ag	4%	-17%	-18%	-3%	7%	-2%	-16%	-4%
WRN inhibitor	-17%	1%	-5%	-6%	-9%	2%	5%	-2%
IL2 activator	-0.6	0.3	0.9	-0.1	-2.8	-0.8	-2.2	0.4
FUS yeast rescue	-7%	-7%	x	13%	30%	u	-17%	-22%
aSyn rescue	0%	1%	1%	-3%	18%	4%	1%	0%
PI5P4K alpha inh	-8	6	0	0	x	-4	5	0
PLK1 PBD block	-3%	4%	-6%	-7%	-3%	4%	3%	-2%

[9] O=c1oc2ccccc2cc1-c1cn2ccccc2n1
[10] Cc1nc(NCCc2ccccc2)sc1C(=O)O
[11] Cc1cc(C)c(CN2CCN(C(=O)Cn3ccc(NC(=O)OCc4ccccc4)nc3=O)CC2)c(C)c1
[12] O=C(NCCC1=CCCCC1)c1ccc(=O)oc1
[13] CC1(C)Cc2c(c(N3CCOCC3)nc3sc(C(N)=O)c(N)c23)CO1
[14] Cc1cc(NC(=O)c2ccccc2)cc(NC(=O)c2ccccc2)c1C
[15] CCN(CC)C(=O)CSc1nc2ccccc2n1CC(=O)N1CCN(c2ccccc2OC)CC1
[16] O=C(Cc1c(F)cccc1Cl)Nc1ccc(S(=O)(=O)Nc2nccs2)cc1

entry no.	9	10	11	12	13	14	15	16
Abeta rescue	-29%	14%	0%	11%	-4%	-10%	-3%	-4%
EPAC1 antag	12%	-1%	-2%	-2%	-15%	-13%	-5%	-3%
EPAC1 ag	1%	5%	-28%	5%	9%	2%	-8%	4%
WRN inhibitor	-8%	-6%	-2%	-5%	-21%	5%	-7%	-10%
IL2 activator	2.4	5.5	-3.7	-3.8	-0.7	0.2	-0.3	-0.9
FUS yeast rescue	17%	16%	3%	5%	-18%	4%	-2%	1%
aSyn rescue	-5%	6%	1%	4%	-3%	-10%	2%	0%
PI5P4K alpha inh	-27	-8	4	-1	-5	-4	0	-10
PLK1 PBD block	2%	-10%	-8%	-13%	-6%	-25%	-6%	-3%

[17] NC(=O)c1ccc[n+](CC(=O)c2cccc([N+](=O)[O-])c2)c1
[18] N#Cc1ccc(-c2ccc(OCC(=O)NCCc3ccccc3)cc2)cc1
[19] CSCC[C@H](NC(=O)C1CCN(C(=O)[C@H](Cc2ccccc2)NS(=O)(=O)c2ccc(C)cc2)CC1)C(=O)O
[20] COCc1cc(CNC(=O)C2CCC(=O)N(Cc3ccccc3F)C2)[nH]n1 (stereo not drawn)
[21] CN(C)Cc1ccccc1Sc1cccc2ccccc12
[22] O=[N+]([O-])c1ccc(Cl)cc1CN1CCCCCC1
[23] CCCN(CC(=O)Nc1ccccc1C)C(=O)COC(=O)CSc1ccc([N+](=O)[O-])cc1
[24] Cc1nc(NS(=O)(=O)c2ccccc2)sc1NC(=O)Nc1ccc(Cl)cc1

entry no.	17	18	19	20	21	22	23	24
Abeta rescue	-15%	u	2%	9%	-7%	-4%	9%	13%
EPAC1 antag	13%	-16%	1%	9%	-4%	-17%	-7%	-12%
EPAC1 ag	-6%	-9%	-5%	-18%	-3%	10%	-2%	6%
WRN inhibitor	6%	-2%	-5%	-28%	0%	-4%[57.1 µM]	-17%	-21%
IL2 activator	0.7	0.3	4.9	0.5	-1.0	-2.1	-0.9	-1.9
FUS yeast rescue	-25%	x	39%	9%	26%	17%	13%	35%
aSyn rescue	-2%	4%	0%	-1%	3%	-11%	-4%	-5%
PI5P4K alpha inh	3	6	15	-5	-2	1	-17	-21
PLK1 PBD block	2%	-4%	1%	-16%	4%	-5%	19µM*	u

[25] O=C(CN1CCCCC1)Nc1ccc(S(=O)(=O)NC2CCCCC2)cc1
[26] COc1ccc(CCC(=O)NNC(=O)Nc2cc(Cl)ccc2C)cc1
[27] COc1ccc(C(=O)NCc2nnc(SCC(=O)N3CCc4ccccc43)n2CCc2ccccc2)cc1
[28] CC(C)c1cc(NC(=O)c2ccccc2)cc(C(C)C)c1O
[29] N#CN=C1CCCCCN1CC(N)=O
[30] O=C(NC(=S)NN1CCCCC1c1cccnc1)c1ccc(Br)cc1 (stereo not drawn)
[31] CCOC(=O)C1(C)NC(c2ccc(OC)cc2OC)C2C(=O)N(CC)C(=O)C21 (stereo not drawn)
[32] COC(=O)c1cc2n(n1)CCN(Cc1ccc(F)cc1)C2=O

entry no.	25	26	27	28	29	30	31	32
Abeta rescue	0%	17%	-13%	12%	3%	7%	-7%	-12%
EPAC1 antag	2%	-9%	-8%	-24%	7%	-1%	15%	3%
EPAC1 ag	6%	-1%	2%	14%	3%	-5%	4%	0%
WRN inhibitor	-4%	-21%	-20%[57.1 µM]	1%	7%	-25%	-6%	-2%
IL2 activator	-1.7	-0.2	0.0	1.8	-2.3	-1.1	0.8	-0.3
FUS yeast rescue	22%	9%	5%	9%	9%	17%	-19%	12%
aSyn rescue	0%	-9%	0%	9%	1%	0%	2%	6%
PI5P4K alpha inh	x	3	0	0	x	-1	-3	3
PLK1 PBD block	-3%	-9%	-3%	-17%	-6%	u	-7%	-3%

[33] COc1ccc2c(c1)c(=O)oc1cc(OCC(=O)NCC3CCC(C(=O)O)CC3)ccc12 (stereo not drawn)
[34] CCOC(=O)C1=C(C)N(CCCC(=O)O)C(=O)NC1c1ccccc1OS(=O)(=O)c1ccccc1[N+](=O)[O-] (stereo not drawn)
[35] COc1ccc(CC(=O)NCC(=O)N/N=C/c2sccc2C)cc1
[36] Cc1ccccc1OCC(O)Cn1c(N2CCCCC2)nc2c1c(=O)[nH]c(=O)n2C (stereo not drawn)
[37] CCN(CC)S(=O)(=O)c1ccc(N2CCOCC2)c(NC(=O)c2cccc3c(=O)c(C)c(-c4ccccc4)oc23)c1
[38] COc1ccc(/C(N)=N/OC(=O)CSc2ccccc2)cc1
[39] C/C(=N/NS(=O)(=O)c1ccc(F)cc1)c1ccc(NC(=O)c2ccc(C)o2)cc1
[40] CC(=O)Nc1ccc(-c2ccnc3c2CC(C)(C(=O)Nc2cccc(C(C)=O)c2)O3)cc1 (stereo not drawn)

entry no.	33	34	35	36	37	38	39	40
Abeta rescue	-4%	-64%[inhibitor]	-4%	-10%	13%	-3%	-5%	-3%
EPAC1 antag	1%	-29%	3%	6%	-17%	10%	-16%	-5%
EPAC1 ag	2%	-20%	0%	-1%	-3%	13%	4%	-7%
WRN inhibitor	-8%	1%	-14%	-6%	-5%	11%	-5%	-3%
IL2 activator	-0.3	2.0	-2.6	-3.2	0.4	-0.5	4.1	-0.4
FUS yeast rescue	-10%	-9%	x	13%	u	13%	-1%	2%
aSyn rescue	-1%	-1%	-3%	-8%	1%	-8%	2%	-3%
PI5P4K alpha inh	5	-76*	-25	-5	4	16	0	-1
PLK1 PBD block	-3%	-16%	1%	-12%	-16%	-14%	-10%	-8%

[41] Cc1noc(C)c1S(=O)(=O)NC(=O)C1(C)CCN1C(=O)CC(c1ccccc1)c1ccccc1 (stereo not drawn)
[42] Cc1onc(-c2ccccc2)c1C(=O)Nc1nnc(C(C)(C)C)s1
[43] O=C(NCc1n[nH]c(=S)n1-c1ccc(Br)cc1)c1ccc(S(=O)(=O)N2CCOCC2)cc1
[44] CC(=O)OC(C(=O)NCCN1CCOCC1)c1c(F)cccc1F (stereo not drawn)

entry no.	41	42	43	44
Abeta rescue	-3%	1%	-22%	4%
EPAC1 antag	-1%	13%	5%	-29%
EPAC1 ag	-1%	-5%	-5%	-10%
WRN inhibitor	6%[57.1 µM]	-7%	2%	-2%
IL2 activator	-0.4	-0.1	-4.0	-0.9
FUS yeast rescue	27%	13%	19%	-32%
aSyn rescue	8%	0%	0%	3%
PI5P4K alpha inh	-2	2	-3	0
PLK1 PBD block	1%	0%	-3%	-14%

# From PubChem
